Assay outcomes deposited in PubChem by several laboratories.
GlmU inhibition: inhibition of mycobacterial GlmU enzyme – biochemical, glucosamine-1-phosphate acetyltransferase (AID 1376). Bifunctional protein GlmU (Mycobacterium tuberculosis (strain ATCC 25618 / H37Rv)). 0.25% of 220,000 active. M. tuberculosis GlmU acetyltransferase enzyme assay; higher % means a stronger effect. one-dose inhibition, %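 (tested at 30 µM in the primary screen)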; IC50 in µM for titrated hits; in the data active means inhibition above about 13%;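 further: 0% = complete reaction with vehicle and 100% = reaction without substrate; strong numbers were not always called active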
Mtb RmlCD inh: M. tuberculosis RmlC/RmlD coupled enzyme inhibitors, primary screen, biochemical, compound mixtures, 384-well, from 1536-well plates. dTDP-4-dehydrorhamnose reductase (Mycobacterium tuberculosis (strain ATCC 25618 / H37Rv)) …. RmlC+RmlD coupled enzyme assay, percent inhibition; primary screen in compound mixtures. inhibition, % at 3.6 µM. 0.03% of 160,000 active. AID 1533, 2009; in the data active means inhibition mostly above about 34%, no sharp cut-off; further: some results filed as inactive read as strong as hits
Target sequence (P9WH09 whole entry, looked up): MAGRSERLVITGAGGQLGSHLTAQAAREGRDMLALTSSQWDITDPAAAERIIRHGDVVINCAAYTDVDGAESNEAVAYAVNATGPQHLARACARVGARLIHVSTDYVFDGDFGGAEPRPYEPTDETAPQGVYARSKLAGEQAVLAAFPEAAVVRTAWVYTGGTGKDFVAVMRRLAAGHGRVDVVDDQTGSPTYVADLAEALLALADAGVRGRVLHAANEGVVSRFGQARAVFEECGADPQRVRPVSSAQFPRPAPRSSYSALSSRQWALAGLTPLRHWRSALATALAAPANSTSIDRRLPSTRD
Target sequence (P9WH11 whole entry, looked up): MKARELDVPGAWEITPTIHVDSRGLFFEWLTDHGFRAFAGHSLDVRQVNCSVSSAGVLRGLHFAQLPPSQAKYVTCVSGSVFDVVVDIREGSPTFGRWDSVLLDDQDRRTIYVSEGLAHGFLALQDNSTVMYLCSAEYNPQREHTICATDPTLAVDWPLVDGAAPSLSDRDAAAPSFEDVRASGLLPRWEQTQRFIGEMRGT
* hit, by the source's call; · = no result given; & = joins results of further samples. A portion of the library. The share of hits here may be higher or lower than overall.

canonical_smiles	Mtb RmlCD inh	GlmU inhibition
CCOC(=O)C(c1ccccc1)C(Nc1ccc(Cl)c(Cl)c1)c1ccccn1 (centres undefined)	5	5.0%
Nc1cccc2c1C(=O)N(C(=O)c1ccc(Cl)c(S(=O)(=O)N3CCCCCC3)c1)C2=O	-4	-0.5%
CN(C)CCN1CC(C(=O)O)CC1=O (centres undefined)	-7	8.9%
Cc1ccc(NCc2ccc(O)c3ncccc23)cc1	2	-4.7%
CCc1cc(=O)oc2cc(C)c(CN3CCCC3)c(O)c12	60	12%
Cc1nc(NC(=O)c2ccc(OCC(C)C)cc2)sc1Cc1ccc2c(c1)OCO2	2	-0.2%
CC(C)C(=O)Nc1ccc(C(=O)c2ccccc2)cc1	·	0.0%
Cc1c(NC(=O)c2cc3nc(-c4ccc(Br)cc4)cc(C(F)(F)F)n3n2)c(=O)n(-c2ccccc2)n1C	·	3.1%
O=C(Nc1nc2cc(Cl)ccc2s1)C1CCCN(S(=O)(=O)c2cccc3cccnc23)C1 (centres undefined)	-3	-1.0%
N=C1c2ccccc2CN1c1cccc([N+](=O)[O-])c1	59	-3.4%
c1ccc(Cc2noc(CN3CCN(CCOc4ccccc4)CC3)n2)cc1	-8	0.6%
CN(C)S(=O)(=O)N1CCN(C(=O)N2CCOCC2)CC1	·	5.9%
NNC(=O)c1ccc(CSc2n[nH]c(=O)[nH]c2=O)cc1	0	0.1%
COc1cccc(C(=O)CN(C(=O)c2ccc(Cl)cc2Cl)N2C(=O)c3ccccc3C2=O)c1	-7	2.8%
COc1ccc(CNC(=O)C(C)c2ccc([N+](=O)[O-])cc2)cc1 (centres undefined)	·	-6.3%
CC(C)N1C(=O)CCC1C(=O)NCc1cccs1 (centres undefined)	9	-3.8%
Cn1ncc(C#N)c1NC(=O)c1cc(-c2ccccc2Cl)on1	20	2.0%
O=C(O)c1cnn2c1NC(c1cccs1)CC2C(F)(F)F (centres undefined)	20	6.7%
CCc1ccc(C(=O)COC(=O)CNC(=O)COc2ccccc2)cc1	·	-3.5%
O=C(CN1C(=O)c2ccccc2S1(=O)=O)c1ccc2c(c1)OCCO2	9	-1.0%
Cc1cc(C(=O)N2CCCC(C(=O)c3cccc4ccccc34)C2)nc(C)n1 (centres undefined)	4	-2.8%
NNC(=O)Cn1c(COc2ccc(Cl)cc2)nc2ccccc21	-9	-1.5%
COc1ccc(CNc2nc(C)c([N+](=O)[O-])c(C)c2C#N)cc1	16	-2.3%
CCc1nn2c(N)c(/C=C3\C=Nc4ccccc43)c(=O)nc2s1	-6&4	4.3%&-3.7%

An excerpt from above in order of SMILES length, descending:
canonical_smiles	Mtb RmlCD inh	GlmU inhibition
COc1cccc(C(=O)CN(C(=O)c2ccc(Cl)cc2Cl)N2C(=O)c3ccccc3C2=O)c1	-7	2.8%
Cc1cc(C(=O)N2CCCC(C(=O)c3cccc4ccccc34)C2)nc(C)n1 (centres undefined)	4	-2.8%
O=C(CN1C(=O)c2ccccc2S1(=O)=O)c1ccc2c(c1)OCCO2	9	-1.0%
CCc1nn2c(N)c(/C=C3\C=Nc4ccccc43)c(=O)nc2s1	-6&4	4.3%&-3.7%
CCc1ccc(C(=O)COC(=O)CNC(=O)COc2ccccc2)cc1	·	-3.5%
NNC(=O)c1ccc(CSc2n[nH]c(=O)[nH]c2=O)cc1	0	0.1%
CC(C)N1C(=O)CCC1C(=O)NCc1cccs1 (centres undefined)	9	-3.8%

Continued:
canonical_smiles	Mtb RmlCD inh	GlmU inhibition
CCn1ncc(/C=N/NC(=O)c2cc(Cl)ccc2OC)c1C	·	4.5%
CCOC(=O)COc1ccc(S(=O)(=O)NCCC2=CCCCC2)cc1	·	-0.2%
N#Cc1ccc(CNc2cnccn2)cc1	·	-3.8%
Cc1cc(NC(=O)CCCN2C(=O)/C(=C\c3cccs3)SC2=S)no1	50	-5.7%
O=C(NCc1ccco1)C(Cc1ccccc1)NS(=O)(=O)c1cccc2nsnc12 (centres undefined)	13	-2.9%
Cc1nn(S(=O)(=O)N2CCOCC2)c(C)c1Br	-16	2.6%
COc1ccc(CC(=O)Nc2nc(-c3ccncc3)cs2)cc1	-36	3.0%
CCOC(=O)N1CCN(C(=O)CN(Cc2ccccc2)S(=O)(=O)c2ccc(OC)c(C)c2)CC1	9	-2.5%
CC(=O)Nc1ccccc1C(=O)OCc1ccc(C(=O)c2ccccc2)cc1	·	1.9%
COc1cccc(CNC(=O)c2ccc(S(=O)(=O)N3CCCC3)cc2)c1	·	4.8%
COc1ccc(CCNC(=O)Cn2c(=O)n(-c3cc(F)ccc3F)c(=O)c3sccc32)cc1OC	5	-2.9%
CCCCCCC(=O)NC(Nc1ccc(S(N)(=O)=O)cc1)C(Cl)(Cl)Cl (centres undefined)	10	-5.8%
CC1CC2(CC(C)(C(=O)CSc3n[nH]c(-c4ccccc4Cl)n3)OC2=O)C(=O)O1 (centres undefined)	-8	-5.2%
COc1ccc(C(=O)NCC(=O)N/N=C/c2cccc(OC(=O)c3ccco3)c2)cc1OC	·	1.4%
CCOC(=O)c1csc(-c2sccc2Br)n1	9	4.3%
COc1cc(C=O)c(Br)cc1OCC(=O)NCc1ccccc1	9	0.0%
O=C(/C=C/c1ccco1)N/C(=C\c1ccco1)C(=O)NCCc1nc2ccccc2[nH]1	1	-0.7%
COc1cc(/C=N/N=C2/C(=O)Nc3ccccc32)ccc1O	·	1.0%
CCn1ccnc1CN1CCCC(C(=O)c2cc(C)c(OC)c(C)c2)C1 (centres undefined)	-9	5.9%
CC(=O)Nc1cc2c(cc1NC(=O)Cn1nc(-c3ccccc3F)ccc1=O)OCCO2	10	4.7%
COc1cc(OC)c(NC(=O)CCNS(=O)(=O)c2ccc3c(c2)oc(=O)n3C)cc1Cl	-8	3.9%
O=C(O)c1cccc(N2C(=O)c3ccc(Oc4ccc(Cl)cc4)cc3C2=O)c1	4	3.0%
COc1ccc(/C(C#N)=C/c2c(-c3ccc(Cl)cc3)nc3c(C)cccn23)cc1	3	1.2%
CC(C)Cn1nc(NC(=O)C2CCCO2)c2cc3ccccc3nc21 (centres undefined)	11	·
Cc1cccc(-n2[nH]c3c4c(ccc3c2=O)C(=O)c2ccccc2C4=O)c1	-1	0.0%
Cc1ccc(C2=CC(c3ccc(N(C)C)cc3)n3nnnc3N2)cc1 (centres undefined)	4	2.8%
CCN1CCc2c(C#N)c(NCc3ccccc3)nc(NCCO)c2C1	5	-1.1%
COC(=O)N1CC(c2ccccc2)CC1=O (centres undefined)	9	3.3%
O=C(CSC1=NCCN1)Nc1cccc([N+](=O)[O-])c1	-11	-6.7%
Nc1nc(SCC(=O)c2ccc(Oc3ccccc3)cc2)n[nH]1	2	6.1%
Cc1ccc(S(=O)(=O)N2CCN(c3ccccc3)CC2)cc1C(N)=O	2	-5.2%
Cc1cc(OCC(=O)NCCO)cc(C)c1Cl	·	3.0%
C=CCc1ccc(O)c(-c2cc(CC=C)ccc2O)c1	5	0.4%
COc1cc(CNCCc2c[nH]c3ccccc23)ccc1OCc1ccccc1F	·	-16%
CCOc1ccccc1NC(=O)CC1NCCNC1=O (centres undefined)	-11	3.4%
Cn1c2ccccc2c2nnc(SCC(=O)NCc3ccoc3)nc21	4	6.7%
O=C(Cn1cnc2ccccc2c1=O)N1CCN(Cc2ccccc2)CC1	8	0.3%
c1ccc2c(c1)nc1n2CCN1CCNC1CCCCC1	-11	1.9%
Cc1cc(C(F)(F)F)nn1CC(=O)NCc1ccco1	8	4.9%
Cn1c(=O)[nH]c(=O)c2c1nc(N/N=C/c1ccncc1)n2Cc1ccc(F)cc1	-9	-2.9%
CCOc1cc(CNCCSc2nnnn2C)cc(Br)c1OCc1ccc(F)cc1	7	-3.1%
O=C(c1ccc(F)cc1)C1CCN(C(=S)Nc2ccccc2)CC1	3	0.3%
Cc1ccccc1NC(=O)c1ccc(S(=O)(=O)N(C)C)cc1	·	-4.6%
Cc1ccc(NC(=O)c2ccc([N+](=O)[O-])o2)c(C)c1	3	3.7%
Cc1sc2ncnc(Sc3ccccc3C(=O)Nc3ccccc3Cl)c2c1C	-7	-4.1%
Cc1onc(-c2c(Cl)cccc2Cl)c1C(=O)Nc1ccc(Cl)cn1	11	-6.4%
CCN(CC(=O)NCCc1ccc(S(N)(=O)=O)cc1)Cc1nc2cc(OC)c(OC)cc2c(=O)[nH]1	-6	-3.7%
COCCn1c(NCc2ccco2)nc2c1c(=O)[nH]c(=O)n2C	10	5.2%
COc1ccc(-c2nc(SC(CC(=O)NCCO)c3cccs3)n[nH]2)cc1 (centres undefined)	-2	-1.9%
COc1ccc(-n2nnc3c(=O)n(CC(=O)N4CCCc5ccccc54)cnc32)cc1	·	-7.6%
O=c1[nH]c(CSc2nnnn2-c2ccc(Cl)cc2)nc2ccccc12	42	1.1%
Cc1cccc(Nc2ncnc3nc[nH]c23)c1	6	1.1%
COc1cc2c(cc1NC(=O)c1cccc([N+](=O)[O-])c1C)oc1ccccc12	-3	1.1%
O=C(CCNS(=O)(=O)c1ccc2c(c1)CCC(=O)N2)NCc1ccc2c(c1)OCO2	-12	2.9%
O=C(C1CCN(S(=O)(=O)c2cccc3cccnc23)CC1)N1CCc2ccccc21	·	0.4%
CCCc1ccc(-c2cc(C(=O)NC3=NCCS3)c3ccccc3n2)cc1	4	-4.7%
CC(C)(C)C(=O)NC(=S)Nc1ccc(F)cc1	-9	6.7%
Cc1cc(SCC(=O)c2ccc(O)c(O)c2)nc2ccccc12	-4	9.5%
NC(=O)CCn1ccc2ccccc21	0	-5.7%
COCCn1c(SCC(=O)NC2CCCC2)nc2cccnc21	-6	-2.2%

Other entries.
canonical_smiles	Mtb RmlCD inh	GlmU inhibition
Cc1c(C(=O)N2CCc3ccccc32)cnn1C	6	-3.4%
CCNC(=O)CCSc1nnc(-c2ccco2)o1	1	0.8%
Cc1ccc(N(C(C)C(=O)N2CCC(C)CC2)S(C)(=O)=O)cc1C (centres undefined)	·	-5.9%
CN(c1ccc(C(=O)Nc2ccc3c(c2)OCCO3)cc1)S(C)(=O)=O	11	2.2%
O=[N+]([O-])c1cccc(-c2nnc3ccc4ccccc4n23)c1	-8	11%
Cc1ccc(C)c(-n2c(SCC(=O)Nc3nonc3C)nnc2-c2ccoc2C)c1	15	-2.8%
CC(C)C(C(=O)N1CCN(C(=O)OC(C)(C)C)CC1)n1cc(-c2cn([C@@H](C)C(=O)N3CCN(C(=O)OC(C)(C)C)CC3)nn2)nn1 (some centres undefined)	-3	10%
COc1cccc(/C=N/NC(=O)COc2cccc3cccnc23)c1O	1	-1.4%
Cc1cc(C)cc(OCC(=O)Nc2cccc(C(=O)O)c2)c1	·	0.1%
Cc1ccc(NC(=S)NN2CCN(C)CC2)c(C)c1	1	1.5%
CCn1c(Sc2ccc([N+](=O)[O-])cn2)nnc1-c1ccco1	-6	-2.0%
Cc1ccc(OCC(=O)N(Cc2ccc(N(C)C)cc2)C2CCS(=O)(=O)C2)cc1 (centres undefined)	-9	2.0%
COCCn1c(N)c(N(Cc2ccccc2)C(=O)Cc2ccccc2F)c(=O)[nH]c1=O	-6	2.4%
O=C(Nc1ccccc1)Nc1nnc(Cc2ccc([N+](=O)[O-])cc2)s1	7	0.1%
CCOC(=O)C1CCCN(C(=S)Nc2ccc(F)cc2)C1 (centres undefined)	·	2.0%
COc1cc(NC(=O)Cn2c(-c3cncs3)nc3ccccc32)cc(OC)c1OC	8	0.5%
COc1ccc(-c2ccccc2)c2oc(-c3ccco3)cc(=O)c12	·	1.5%
c1cncc(C2CCCN2)c1 (centres undefined)	·	-2.4%
COC(=O)/C(=C\Nc1ccc(Cl)cc1Cl)NC(=O)c1ccc(Cl)cc1Cl	1	·
CCCc1cc(=O)[nH]c(SCC(=O)NC2CCCCC2)n1	-5	-3.6%
CCn1c(C)nc2cc(C(=O)NNC(=S)Nc3ccccc3Cl)ccc21	8	3.7%
Cc1cc(OC(=O)c2ccccc2)c([N+](=O)[O-])c(=O)[nH]1	52	·
CCOC(=O)c1sc(NC(=O)c2cccc(S(=O)(=O)N3CCc4ccccc43)c2)c(C#N)c1C	7	-0.5%
CCOC(=O)c1c(/N=C/c2ccc(C)cc2O)sc2c1CCC2	-8	-2.6%
CCC(=O)c1ccc(OCC(=O)c2ccc3c(c2)NC(=O)CO3)cc1	-9	-1.8%
Cc1cc(=O)oc2cc3c(cc12)OCCN3	11	0.0%
COCc1cc(/C=N\NC(=O)COc2ccccc2)ccc1OC	·	-4.5%
COc1cccc(-c2nc(N3CCC(C)CC3)c3ccccc3n2)c1O	5	-1.7%
COn1c(=O)c(-c2ccc(Cl)cc2)[n+]([O-])c2ccccc21	5	-1.9%
Cc1ccc(-c2[nH]c3cc(C(N)=O)ccc3c(=O)c2O)cc1	·	1.7%
CC(C)CCn1c(=S)[nH]c2ncccc2c1=O	10	-0.2%
CC(C)NC(=O)C1CCCN(S(C)(=O)=O)C1 (centres undefined)	-5	-2.4%
Cc1ncc(CO)c2c1OC(C)(C)OC2	·	2.1%
Cc1ccccc1NC(=O)Nc1ccccc1Br	·	-4.7%
COc1cccc(CC2(CO)CCCN(Cc3[nH]c4ccc(C)cc4c3C)C2)c1 (centres undefined)	·	3.3%
